Screening results as filed in PubChem BioAssay.
Mcl1 Bid PPI – Mcl-1/Bid interaction inhibition | actives 0.97% (n = 220,000) | Q07820 | AID 1021 | inhibition, % at 21.7 µM | TR-FRET Mcl-1/Bid-Dy647 peptide binding, 1536-well;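 active = compounds that cut the binding signal by more than half at the single screening dose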;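 also: His-tagged Mcl-1 with europium anti-His antibody binding Bid BH3 peptide; 0% = Mcl-1 plus peptide wells and 100% = peptide-only wells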
Target sequence (Q07820 whole entry, looked up): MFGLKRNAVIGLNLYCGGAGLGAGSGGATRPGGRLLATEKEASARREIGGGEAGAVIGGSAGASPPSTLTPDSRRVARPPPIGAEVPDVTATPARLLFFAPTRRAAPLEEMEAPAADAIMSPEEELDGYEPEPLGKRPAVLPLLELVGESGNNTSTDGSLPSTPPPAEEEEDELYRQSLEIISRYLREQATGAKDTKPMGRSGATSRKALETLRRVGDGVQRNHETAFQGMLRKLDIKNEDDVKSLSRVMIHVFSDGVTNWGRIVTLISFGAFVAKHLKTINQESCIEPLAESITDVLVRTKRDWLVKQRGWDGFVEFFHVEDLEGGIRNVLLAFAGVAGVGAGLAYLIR
Bcl-W Bim block – disrupts Bim peptide binding to human Bcl-W; Q92843; bead-based flow cytometry; inhibition, % at 10 µM; actives 0.02% (n = 190,000); AID 952;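 also: 0% = bound tracer without compound and 100% = peptide blocker; higher means less fluorescent Bim peptide bound to Bcl-W beads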
Bcl-B Bim block – inhibitors of Bim-Bcl-B interaction, human | AID 951 | bead-based flow cytometry, Bim peptide-Bcl-B binding | inhibition, % at 10 µM | Q9HD36 | actives 0.073% (n = 190,000);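 also: 0% = tracer peptide without compound and 100% = reference inhibitor peptide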
RGS4-Gao reg – human RGS4-Galphao interaction regulation. Multiplexed bead flow cytometry, RGS4-Galphao binding; actives lie on both sides. binding response (% of control), % at 10 µM. actives 0.33% (n = 220,000). P09471; in the data active = binding response below about 49% or above about 150%; inactive = in between;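 also: fluorescent Galphao activated with aluminum fluoride binding bead-coupled RGS4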
Target sequence (P09471 whole entry, looked up): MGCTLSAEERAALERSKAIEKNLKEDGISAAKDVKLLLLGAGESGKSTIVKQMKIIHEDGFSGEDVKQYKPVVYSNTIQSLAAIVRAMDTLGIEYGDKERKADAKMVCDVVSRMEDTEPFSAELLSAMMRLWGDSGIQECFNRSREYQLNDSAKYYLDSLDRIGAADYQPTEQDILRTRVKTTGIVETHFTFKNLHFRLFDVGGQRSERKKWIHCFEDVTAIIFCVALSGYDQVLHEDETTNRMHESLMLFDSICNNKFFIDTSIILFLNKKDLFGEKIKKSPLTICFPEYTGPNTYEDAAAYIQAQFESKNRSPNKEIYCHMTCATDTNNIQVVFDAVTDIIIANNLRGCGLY
Mcl1 Noxa PPI – Mcl-1/Noxa interaction inhibition | TR-FRET Mcl-1/Noxa peptide binding, 2 h | inhibition, % at 21.7 µM | AID 1022 | Q07820 | actives 1.5% (n = 220,000);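 active = compounds that cut the protein-peptide binding signal by more than 50% relative to plate controls in a single-dose test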;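 also: His-tagged Mcl-1 with rhodamine Noxa BH3 peptide and terbium anti-His antibody; 0% = Mcl-1 plus Noxa peptide wells and 100% = peptide-only wells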
Bim-Bcl-2 – human Bim-Bcl-2 interaction inhibition | P10415 | Bead-based flow cytometry, Bim peptide-Bcl-2 binding | inhibition, % at 10 µM | actives 0.06% (n = 190,000) | AID 950; in the data active = inhibition above about 40%; inconclusive = no clear call, values can overlap the other calls;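 also: 0% = no compound wells with probe peptide and 100% = reference peptide inhibitor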
RGS7-Gao – regulators of human RGS7-Galphao interaction; Multiplexed bead flow cytometry, RGS7-Galphao binding; actives lie on both sides; AID 1439; P09471; actives 0.35% (n = 220,000); binding response (% of control), % at 10 µM; in the data active = binding response below about 49% or above about 150%; inconclusive = no clear call, values can overlap the other calls; inactive = in between;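 also: fluorescent Galphao held in activated GDP-AlF4 state binding bead-coupled RGS7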
RGS8-Gao – regulators of human RGS8-Galphao interaction; multiplexed bead flow cytometry, RGS8-Galphao binding; actives lie on both sides; response (percent of control binding), % at 10 µM; actives 0.34% (n = 220,000); in the data active = response below about 60% or above about 140%; inactive = in between;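 also: Galphao activated as the GDP aluminium fluoride complex binding bead-coupled RGS8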
Bfl-1 Bim block – inhibitors of Bim-Bfl-1 interaction, human; Q16548; Bead-based flow cytometry, Bim-Bfl-1 binding inhibition; AID 1008; inhibition, % at 10 µM; actives 0.12% (n = 190,000);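 also: 0% = wells without compound plus tracer and 100% = blocker peptide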
Bcl-XL Bim block – inhibitors of Bim-Bcl-XL interaction, human; Q07817; Bim peptide-Bcl-XL binding, bead flow cytometry, fluorescence; inhibition, % at 10 µM; actives 0.04% (n = 190,000); AID 1007
Target sequence (Q07817 whole entry, looked up): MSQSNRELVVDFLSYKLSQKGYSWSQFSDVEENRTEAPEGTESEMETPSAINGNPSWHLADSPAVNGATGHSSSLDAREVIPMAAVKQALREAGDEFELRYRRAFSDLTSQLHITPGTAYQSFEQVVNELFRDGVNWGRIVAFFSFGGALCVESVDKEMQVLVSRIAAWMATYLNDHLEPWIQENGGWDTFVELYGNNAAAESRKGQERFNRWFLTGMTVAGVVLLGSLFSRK
Bim-Mcl-1 – human Bim-Mcl-1 interaction inhibition | actives 0.1% (n = 190,000) | Bead-based flow cytometry, Bim peptide-Mcl-1 binding | Q07820 | inhibition, % at 10 µM;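 also: 0% = no compound tracer wells and 100% = peptide blocker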
Numbers without * were called inactive; ? = inconclusive; . = not tested or not shown. Rule as the data show it, unless noted: active = inhibition above about 40%.

SMILES	Mcl1 Bid PPI	Bcl-W Bim block	Bcl-B Bim block	RGS4-Gao reg	Mcl1 Noxa PPI	Bim-Bcl-2	RGS7-Gao	RGS8-Gao	Bfl-1 Bim block	Bcl-XL Bim block	Bim-Mcl-1
C=C(C)CCC1(C)NC(=O)N(c2ccccc2)N1 (centres undefined)	-20	.	.	41*	1	.	?	79	.	.	.
Cc1ccc(C(=O)c2cc([N+](=O)[O-])ccc2N2CCN(C)CC2)cc1	-22	-3	-2	95	-13	-2	96	95	-2	-2	-4
O/N=C1\CCSc2ccc(F)cc21	-13	.	.	95	10	.	?	99	.	.	.
CC(=O)Nc1ccc(C(=O)OCC(=O)c2ccc(F)cc2)cc1	3	-3	-10	95	13	-1	95	86	-1	-7	-4
Cc1nc2c(-c3ccc(F)cc3)c(C)nn2c(N2CCOCC2)c1C	-42	0	-2	99	6	-3	101	107	0	0	0
O=C(CSc1ccccc1)Nc1nccs1	-9	-4	-6	102	-9	-2	102	106	-10	-3	0
CCC(CC)N1CCN(CCc2ccccc2)C(CCO)C1 (centres undefined)	-25	-2	-3	97	8	-2	98	100	-8	-2	-4
Cc1cc(=O)[nH]c(N2CCN(Cc3ccccc3)CC2)n1	-49	2	-6	99	7	-3	101	102	-9	0	0
COc1ccc(C)c(Cn2c(-c3nonc3N)nc3ccccc32)c1	-5	-5	-5	98	1	-1	99	99	-3	-2	-4
CCOc1cc(NC(=S)NC)c(OCC)cc1NC(=O)c1ccco1	19	-5	-10	101	34	-7	96	93	-9	-10	-4
CCOC(=O)c1nc(C)nc(Sc2n[nH]c(-c3ccccc3)n2)c1C	-20	.	.	98	14	.	?	95	.	.	.
Cc1ccc(C2=NN(S(C)(=O)=O)C(c3ccc4c(c3)OCO4)C2)cc1 (centres undefined)	-23	-8	-19	97	-6	-11	94	96	-4	-14	-10
Cc1ccc(C(=O)O/N=C/c2c(C(F)(F)F)nn(C)c2Sc2ccc(Cl)cc2)cc1	2	1	-5	99	-12	-5	101	101	-12	-9	0
COc1cccc(N2C(=O)CC(N3CCc4ccccc4C3)C2=O)c1 (centres undefined)	-24	.	.	104	-11	.	?	101	.	.	.
O=C(c1cn(CC(=O)N2CCCC2)c2ccccc12)C1CCCCC1	-35	-1	-6	101	10	-8	96	98	-14	-3	-2
CC(C)=CCN1CCN(Cc2nc(-c3ccc(F)cc3)cs2)CC1CCO (centres undefined)	-26	.	.	99	15	.	?	103	.	.	.
N#Cc1cc2c(nc1SCC(=O)Nc1nccs1)CCCCC2	-15	-4	-4	98	-68	1	97	98	-3	-3	2
N#Cc1nc(COc2cccc(Cl)c2)oc1NCCN1CCOCC1	-11	.	.	99	11	.	?	99	.	.	.
Cc1ccc(S(=O)(=O)Oc2ccc3c(c2)O/C(=C\c2cccnc2)C3=O)cc1	11	4	-3	96	0	-4	94	99	-8	0	1
CCCN1CCC(=O)N([C@H](CSc2ccc(OC)cc2)Cc2ccccc2)CC1	-106	.	.	88	10	.	?	96	.	.	.
CCCn1nc(C(=O)Nc2ccc3nc(C)sc3c2)c2ccccc2c1=O	-2	0	-7	105	19	-1	100	103	1	-3	-4
O=C1CC2(CC(c3ccc(Cl)cc3)=NO2)C(=O)N1c1ccccc1 (centres undefined)	-2	.	.	100	-1	.	?	104	.	.	.
CCc1cccc(OCCN2CCCC2)c1	-4	-3	-1	103	16	0	100	102	-3	-4	-2
Fc1ccc(/C=C/c2nnc(-c3cccs3)o2)cc1	-23	-4	-8	101	15	-6	100	100	-16	-8	-3
Cc1csc(NC(=O)C2CCCCC2C(=O)O)n1 (centres undefined)	-11	3	0	109	14	3	144	103	1	3	4
CC(NC(=O)COC(=O)c1cc(Cl)nc(Cl)c1)c1ccccc1 (centres undefined)	-19	0	-1	101	5	0	97	99	-2	-1	2
Cc1cc(C)c2c(n1)nn1c(NCCN3CCOCC3)cc(C)nc21	2	1	-2	101	31	2	104	104	-2	-1	-2
CC1CCN(C(=O)N2c3ccccc3Sc3ccccc32)CC1	-18	-2	-9	98	1	-11	102	103	-22	-6	-6
CCN(CC)S(=O)(=O)c1cccc(NC(=O)/C=C/c2cccc([N+](=O)[O-])c2)c1	1	0	-2	102	-11	-3	102	103	-4	-3	-4
CC(=O)Nc1ccc(SCC(=O)Nc2ccccc2Oc2ccccc2)cc1	-16	-9	-14	98	-6	-3	102	99	-8	-18	-5
Cc1cc(NCCCN2CCOCC2)n2nc(C)c(-c3ccc(F)cc3)c2n1	-104	1	-5	102	-1	-6	106	103	-8	-1	2
CCOC(=O)c1ccc(NC(=O)CSc2nc3sc(C(=O)O)c(C)c3c(=O)[nH]2)cc1	-36	-1	3	100	9	0	?	102	4	-1	0
CC12C=CC3(O1)C(C(=O)N1CCCOC13)C2C(=O)O (centres undefined)	2	1	1	104	-2	-1	106	109	-1	0	-1
COc1ccc(S(=O)(=O)N(CC(=O)N2CCN(C)CC2)c2ccccc2)cc1OC	-18	-3	-10	99	.	-14	97	100	-17	-10	-8
CCOC1(C)OCC(=O)[C@]2(CCC3C4CCC5=CC(=O)C=CC5(C)C4C(=O)CC32C)O1 (some centres undefined)	-12	-3	-4	96	7	1	99	104	-1	0	0
CCOC(=O)c1ccc(S(=O)(=O)Nc2nc3cc(S(=O)(=O)NC4=NCCCCC4)ccc3s2)cc1	-25	2	-14	99	43	0	?	99	-3	-1	0
COc1ccc(C)cc1S(=O)(=O)N(CC(N)=O)Cc1ccccc1	-26	0	-13	102	-16	-11	103	101	-9	-5	-1
O=c1cc(CN2CCN(S(=O)(=O)c3ccc4c(c3)OCCO4)CC2)c2ccc(O)cc2o1	-10	-1	-3	88	42	-5	94	100	-8	-5	1
CC(=O)Nc1ccc(S(=O)(=O)N=S(C)(C)=O)cc1	-21	-5	-5	100	18	-4	102	101	-16	-7	-5
Cc1csc2c(=O)sc(NC(=O)c3ccc(F)cc3)nc12	13	.	.	100	1	.	?	99	.	.	.
COc1cccc(C(=O)OCC(=O)c2c[nH]c3ccccc23)c1O	-6	0	-1	101	11	-4	100	102	-3	0	0
O=C1CCCN1CN1CCCCC1	25	-4	-10	85	19	-4	87	91	-8	-9	-9
CC(C)C(=O)Nc1c2c(nc3c1CCC3)CCCC2	-45	-1	-1	103	-5	-4	99	106	-2	0	0
O=C(O)c1cc(C2CC2)nc2ccccc12	7	-1	-3	91	9	0	94	78	1	0	-1
S=C(NCCc1ccccc1)Nc1ccccc1	-80	.	.	95	14	.	?	100	.	.	.
Cc1ccc(COCC(CC(C)C)N2CCN(C(=O)c3cccc(C(F)(F)F)c3)CCC2=O)cc1 (centres undefined)	5	-2	0	103	-13	-1	101	103	0	-2	0
COc1cc(/C=N/NC(=O)c2ccc(CSc3nc4ccccc4[nH]3)cc2)cc(OC)c1OC	-6	-2	-9	104	33	-6	104	99	-1	-7	-4
Cc1cccn2c(=O)c(/C=C(\C#N)C(N)=O)c(N3CCN(Cc4ccc5c(c4)OCO5)CC3)nc12	-12	-11	-18	102	18	-10	92	100	-16	-26	-15
CCN(CC)C(=O)CSc1ncnc2c1cnn2Cc1ccccc1	-3	-3	-8	99	-1	-8	104	95	-12	-5	-3
Cc1ccc(N2C(=O)CCC2(C#N)c2ccccc2)cc1 (centres undefined)	-16	.	.	95	9	.	?	97	.	.	.

Profiles, quoted from the list. Order of values: Mcl1 Bid PPI, Bcl-W Bim block, Bcl-B Bim block, RGS4-Gao reg, Mcl1 Noxa PPI, Bim-Bcl-2, RGS7-Gao, RGS8-Gao, Bfl-1 Bim block, Bcl-XL Bim block, Bim-Mcl-1
Cc1ccc(N2C(=O)CCC2(C#N)c2ccccc2)cc1 (centres undefined) as listed: -16, ., ., 95, 9, ., ?, 97, ., ., .
O=C1CCCN1CN1CCCCC1 as listed: 25, -4, -10, 85, 19, -4, 87, 91, -8, -9, -9

The list goes on:
SMILES	Mcl1 Bid PPI	Bcl-W Bim block	Bcl-B Bim block	RGS4-Gao reg	Mcl1 Noxa PPI	Bim-Bcl-2	RGS7-Gao	RGS8-Gao	Bfl-1 Bim block	Bcl-XL Bim block	Bim-Mcl-1
CCCOc1ccc(OCCn2nc(C(=O)O)c3ccccc3c2=O)cc1	-5	-1	-5	106	-1	-7	106	105	-5	-4	-1
CC1CCC(C(C)C)C(OC(=O)C2=C3c4ccccc4S(=O)(=O)N3CC2)C1 (centres undefined)	-9	0	1	99	13	2	102	101	1	0	1
O=C(CSc1n[nH]c(=O)n1Cc1ccco1)Nc1ccccc1Cl	-19	.	.	85	-12	.	?	89	.	.	.
CCOP(=O)(OCC)C(NC(=O)Nc1cccc(Cl)c1)C(N)=O (centres undefined)	-4	-2	-3	100	-14	1	98	100	5	-4	-5
Cc1c(/C=N/n2cnnc2)c2ccccc2n1CCOc1ccccc1	8	-4	-2	108	4	-1	104	107	-10	-5	-5
Cc1cccc(NC(=O)C2CCCN2C(=O)Oc2ccccc2)c1 (centres undefined)	-13	1	-6	100	-5	-8	101	101	-16	-3	2
CC(C)Oc1cccc(C(=O)N2CCCC2)c1	-13	0	-4	95	8	-7	93	97	-3	-2	-1
O=C(COc1ccccc1)N1CCN=C1SCc1cccc(F)c1	-28	.	.	100	-4	.	?	99	.	.	.
Cc1ccc(CN(c2ccc(C(=O)Nc3cccnc3)cc2)S(C)(=O)=O)cc1	-18	-3	-2	-2.8*	8	-2	16*	32*	-3	-1	-3
CCN1CCN(c2ccc(S(=O)(=O)N3CCCCC3)cc2NC(=O)c2ccc(F)cc2)CC1	-36	-13	-13	96	20	-9	96	100	-6	-15	-18
O=C(Nc1ccc(-c2nc3ccccc3o2)cc1)c1cc(-n2cnnc2)ccc1Cl	-4	-2	-4	.	0	6	.	.	-1	-3	0
CCn1c(=O)cc(OCC(=O)Nc2cccc(C)n2)c2ccccc21	1	-3	-7	101	-7	-16	100	103	-20	-9	-4
COc1ccc(C2Nc3ccccc3C(=O)N2NS(C)(=O)=O)cc1OC (centres undefined)	-6	-2	0	98	1	1	97	98	0	-2	-1
CC(=O)NC(Cc1cccc(F)c1)C(=O)NC1CCN(c2ncccc2[N+](=O)[O-])CC1 (centres undefined)	-21	0	-4	96	-1	-3	100	97	-6	-2	0
Cc1cc(N/N=C/c2ccc([N+](=O)[O-])o2)nc2ccccc12	-58	-5	0	98	32	0	98	99	-5	-3	-1
O=C(C1CC(c2cccc(Br)c2)=NO1)N1CCc2ccccc2C1 (centres undefined)	-3	3	-2	99	-16	0	97	103	0	-1	0
CCOc1[nH]n(-c2ccc(Cl)cc2)c(=O)c1C=NCC(=O)OC	-14	-1	-3	102	-1	0	?	101	-3	-1	-1
Cc1cccc(NC(=O)C2CCN(S(=O)(=O)c3cccc4nsnc34)CC2)n1	-13	-3	2	101	4	-4	99	94	-1	0	-1
CCOCC(=O)Nc1nc2c(s1)C(=O)CC(C)(C)C2	-6	-1	-2	101	20	0	97	99	-2	-3	-2
Cc1ccnc(SCC(=O)c2cccs2)n1	-11	0	-9	99	-3	-2	103	101	-3	-4	0
Cc1ccc(-c2nc3cccnc3s2)cc1NS(=O)(=O)c1cccs1	10	0	-4	96	31	-5	105	121	-4	-1	-1
CCCc1cc(C(=O)Nc2cccc(Cl)c2)no1	-10	-1	-4	100	8	-9	98	101	-11	-2	-2
